zfTRPN1 agonist – activates the zebrafish TRPN1 channel | activation, % at 3 µM | HEK293 zebrafish TRPN1-YFP, Fluo-8 calcium fluorescence; 100% = response to 87 µM carbachol | hit rate 0.18% among 220,000;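 active means activation above its plate's cutoff, the mean activation of test wells on that plate plus 3 SD, cut at about 19% in these data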;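 further: 0% = DMSO alone and 100% = 87 µM carbachol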
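Material – zebrafish TRPN1-YFP in HEK293 cells · Doses – 3 µM single point · Schedule – dye 1 h 37 °C plus 30 min RT · Signal – Fluo-8 calcium fluorescence, excitation 470-495 nm, emission 515-575 nm · Read-out – % activation versus carbachol response · Control set – carbachol high, DMSO low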
EP2 mod – EP2 receptor (human) modulation; EP2-expressing cells, cAMP HTRF FRET, PGE2 co-stimulation; P43116; induction, % at 25 µM; hit rate 0.83% among 260,000;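 active means compounds whose cAMP rise, as percent of the full-agonist control response, exceeds 60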;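 further: rat C6 glioma line stably carrying human EP2 under a CMV promoter; the protocol text gives 20 µM as final concentration; 100% = response of wells given 1 µM PGE2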
Target sequence (P43116 whole entry, looked up): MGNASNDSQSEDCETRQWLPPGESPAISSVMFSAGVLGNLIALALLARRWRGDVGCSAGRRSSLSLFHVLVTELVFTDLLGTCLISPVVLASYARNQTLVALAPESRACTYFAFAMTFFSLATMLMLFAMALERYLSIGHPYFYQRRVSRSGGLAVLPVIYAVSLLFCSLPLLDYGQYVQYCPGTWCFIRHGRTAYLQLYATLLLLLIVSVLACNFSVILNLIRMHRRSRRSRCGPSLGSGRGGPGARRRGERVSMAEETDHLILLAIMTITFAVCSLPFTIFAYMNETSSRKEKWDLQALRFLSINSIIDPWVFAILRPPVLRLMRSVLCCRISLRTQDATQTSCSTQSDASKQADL
NPY2 pot ag – human NPY-Y2 potentiation or agonism, primary screen. cells expressing NPY-Y2, potentiator/agonist read-out. activation, % at 3.6 µM. hit rate 0.45% among 220,000. P49146. AID 1359; in the data active means activation above about 27%;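 further: cells stimulated with NPY near EC25 plus isoproterenol at EC100; 0% = vehicle plus submaximal agonist and 100% = vehicle plus saturating agonist; some results beyond the cut were filed as inactive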
Target sequence (P49146 whole entry, looked up): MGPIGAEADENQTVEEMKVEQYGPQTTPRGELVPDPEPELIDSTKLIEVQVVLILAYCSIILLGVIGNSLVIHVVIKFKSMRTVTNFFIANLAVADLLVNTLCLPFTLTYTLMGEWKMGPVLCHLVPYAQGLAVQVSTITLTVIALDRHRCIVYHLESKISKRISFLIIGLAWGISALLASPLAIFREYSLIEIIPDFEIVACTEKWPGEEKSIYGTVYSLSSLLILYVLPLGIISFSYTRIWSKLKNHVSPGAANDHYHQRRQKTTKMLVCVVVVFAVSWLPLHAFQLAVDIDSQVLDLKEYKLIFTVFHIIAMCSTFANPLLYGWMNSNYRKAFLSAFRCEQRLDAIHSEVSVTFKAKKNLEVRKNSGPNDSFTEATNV
S1P4 antagonist – human S1P4 receptor antagonism | O95977 | S1P4-expressing cells, antagonist mode, reporter read-out | inhibition, % at 4.98 µM | hit rate 0.26% among 220,000 | AID 1510; in the data active means inhibition above about 29%;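 further: 0% = wells stimulated with agonist and 100% = vehicle wells without agonist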
Target sequence (O95977 whole entry, looked up): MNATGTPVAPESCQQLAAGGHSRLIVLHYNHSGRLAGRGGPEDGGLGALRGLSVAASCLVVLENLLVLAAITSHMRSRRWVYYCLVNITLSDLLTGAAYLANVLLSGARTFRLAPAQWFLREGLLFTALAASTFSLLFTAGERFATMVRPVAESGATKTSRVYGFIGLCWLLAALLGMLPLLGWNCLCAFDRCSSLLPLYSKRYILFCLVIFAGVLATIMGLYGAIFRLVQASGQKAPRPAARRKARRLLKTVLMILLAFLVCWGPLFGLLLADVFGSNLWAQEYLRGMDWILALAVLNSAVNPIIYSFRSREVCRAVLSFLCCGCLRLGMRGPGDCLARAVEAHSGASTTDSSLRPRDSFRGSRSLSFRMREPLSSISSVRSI
TRPML3 agonist – activates the human TRPML3 channel; Q8TDD5; HEK293 TRPML3-YFP, Fluo-8 calcium fluorescence; 100% = the carbachol control signal; activation, % at 3 µM; hit rate 0.29% among 220,000; AID 1448;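 active means activation above its plate's cutoff, the mean activation of the plate's test wells plus 3 SD, cut at about 12% in these data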;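 further: 0% = DMSO only wells and 100% = carbachol wells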
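Test system: HEK293 cells stably carrying human TRPML3-YFP; Doses: single dose, 3 µM final nominal compound, 0.3% DMSO final; Schedule: dye loading 1 h 37 °C then 30 min ambient, 125 s read; Technique: Fluo-8 calcium fluorescence; Benchmarks: high control carbachol 87 µM, low control DMSO.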
NPY-Y1 PAM-ag – human NPY-Y1 potentiation or agonism, primary screen; P25929; NPY-Y1 expressing cells, potentiator/agonist activation; activation, % at 3.6 µM; hit rate 0.37% among 220,000; in the data active means activation above about 33%, passing the limit was not always enough;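 further: cells stimulated with NPY at EC10 then isoproterenol at EC100; 0% = low agonist plus stimulus and 100% = saturating agonist plus stimulus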
CHOP inhibitor – inhibitors of CHOP induction in ER stress response. CHO-K1 CHOP-promoter luciferase, tunicamycin-induced, 15-18 h. inhibition, % at 10 µM. hit rate 3.8% among 220,000;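 active means compounds that reduced the stress-induced luciferase reporter signal by more than about 70% of percent inhibition, limit read from the data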;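 further: 0% = tunicamycin plus vehicle and 100% = wells without tunicamycin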
S1P4 ag – human S1P4 receptor agonism; S1P4-expressing cell line, agonist reporter assay; activation, % at 4.98 µM; hit rate 0.35% among 220,000; AID 1509; O95977; in the data active means activation above about 11%;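 further: 0% = DMSO vehicle and 100% = reference agonist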
NPY-Y1 antag – antagonists of human neuropeptide Y receptor Y1. HEK293-CNG Y1 cells, membrane potential fluorescence; NPY at EC95, then isoproterenol. hit rate 1% among 200,000. AID 1040. inhibition, % at 3.6 µM;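 active means inhibition above the campaign mean inhibition of all tested compounds plus 3 SD, cut at about 20% in these data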;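 further: 0% = DMSO wells given NPY plus isoproterenol and 100% = isoproterenol alone without NPY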
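Benchmarks – high control isoproterenol alone, low control NPY with isoproterenol · Material – HEK293 Y1/CNG channel cell line · Times – dye 3 h, compound 60 min room temperature, stimulation 45 min · Probe or stimulus – NPY (25 nM), isoproterenol (1 µM), Ro 20-1724 (25 µM) · Evaluation – % inhibition of NPY effect · Signal – fluorescence, membrane potential probe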
* marks the source's active call; other numbers are inactive results; x = not tested or not shown. Compounds as they come. About 6.5% of those tested had a hit in this group.

Sequence of screens: NPY-Y1 PAM-ag	CHOP inhibitor	EP2 mod	NPY2 pot ag	NPY-Y1 antag	S1P4 antagonist	zfTRPN1 agonist	S1P4 ag	TRPML3 agonist
> O=C1NC(c2ccccc2)=C(c2ccccc2)C1=O
→ -4.7	-29.5	4.4	-4.4	-2.8	-6.0	-0.4	0.7	0.0
> COc1ccc(/C=c2/sc3n(c2=O)NC2(c4ccccc4)N(C)C(=O)N(C)C2(c2ccccc2)N=3)cc1 (stereo not drawn)
→ 26.5	32.0	-0.9	0.3	-9.4	-3.6	1.9	-1.9	0.6
> COc1ccc(-n2nc(C(=O)NCc3cc(OC)ccc3OC)c3c4ccccc4n(C)c3c2=O)cc1
→ -18.1	-12.5	8.6	-29.9	-3.5	-3.5	2.1	-1.1	0.1
> CN(C)c1ccc(C(=O)NC2CCCc3ccccc32)cc1 (stereo not drawn)
→ -7.3	-25.3	-43.9	8.0	8.5	48.4*	-2.3	-0.8	-0.6
> CCOc1ccccc1NC(=O)CC1Nc2cc(C)c(C)cc2NC1=O (stereo not drawn)
→ -31.8	19.7	0.8	0.4	-0.7	8.4	-0.1	1.1	0.2
> COCCN(C(=O)CCl)C(C(=O)NC1CCCCC1)c1ccccc1C (stereo not drawn)
→ -10.2	-56.1	8.7	1.6	20.1	0.2	-1.0	-1.2	-0.1
> Cc1nc(Nc2nc(CSc3ccc(Cl)cc3)cc(=O)[nH]2)nc2ccccc12
→ 2.2	47.8	4.6	-1.9	5.7	-18.3	0.4	3.9	0.8
> COc1cc(C2CC(=O)NC3=C2C(=O)CC(C)(C)C3)ccc1O (stereo not drawn)
→ -20.4	20.3	-4.5	-7.0	1.2	-31.5	0.0	2.7	0.4
> CCN(CCn1cccn1)Cc1cn[nH]c1-c1ccc(-c2ccccc2)cc1
→ -8.8	11.4	-8.2	-13.8	8.7	-8.0	-2.0	-1.8	-0.5
> CCOC(=O)C1=NOC2C(=O)N(c3ccc(Cl)cc3Cl)C(=O)C12 (stereo not drawn)
→ 7.8	9.2	28.8	2.3	1.0	-11.4	-0.3	1.5	1.1
> CCCS(=O)(=O)N1CCCC(C(=O)NC(C)c2ccc3c(c2)OCCO3)C1 (stereo not drawn)
→ -2.2	-23.2	14.2	-8.4	6.3	2.0	1.4	2.5	0.1
> CC(C)CNC(=S)NC1CC2CCCC(C1)N2Cc1ccco1 (stereo not drawn)
→ -5.1	7.5	-19.9	4.2	2.0	-5.7	0.8	1.2	0.8
> CCCC[n+]1ccn(C2=C([O-])c3ccccc3C(=O)/C2=N\S(=O)(=O)c2ccc(Cl)cc2)c1
→ -7.2	-15.5	-36.3	-12.6	x	6.6	-0.2	-1.9	0.4
> CCC(=O)N(Cc1ccc(S(N)(=O)=O)cc1)C1CC(=O)N(c2ccc(OC)cc2)C1=O (stereo not drawn)
→ 7.9	28.1	21.0	-10.4	-4.7	-0.1	-0.8	-1.6	1.2
> COCCCn1c(=O)/c(=C\c2ccccc2OC(C)C)s/c1=C(/C#N)C(=O)Nc1ccc(C(=O)O)cc1
→ -8.4	14.9	-20.2	0.3	x	1.9	0.7	-0.6	-0.8
> O=C(O)/C=C/C(=O)Nc1ccc(Cc2ccc(NC(=O)/C=C/C(=O)O)cc2)cc1
→ 7.8	-4.1	39.2	-10.4	x	12.3	1.1	-1.7	1.1
> O=S(=O)(c1ccc(S(=O)(=O)n2cnc3ccccc32)cc1)N1CCCCCC1
→ 2.4	5.5	13.2	-3.0	0.5	10.8	1.0	0.5	0.7
> COc1ccccc1N(CC(=O)N/N=C(\C)c1cccc(Br)c1)S(C)(=O)=O
→ -9.1	19.1	15.2	-15.4	-3.1	-14.4	-1.2	1.4	0.4
> CC(=O)Nc1nc(-c2ccccc2)nc(C)c1C(C)=O
→ 4.2	36.1	3.2	1.2	4.8	0.3	0.1	-0.7	0.1
> c1ccc(-c2nnc(-c3ccccc3)o2)cc1
→ -8.4	40.7	-32.8	-11.4	9.7	-4.9	-1.1	-2.8	-0.4
> CCCCc1ncc(CN2CCC(CC3CCCCO3)(C(=O)OCC)CC2)[nH]1 (stereo not drawn)
→ 20.6	13.7	-28.7	3.3	3.7	2.1	-1.1	7.1	0.5
> Cc1cccc(N(CC(=O)NC(C)(C)C)C(=O)CS(=O)CC(=O)Nc2ccc3c(c2)OCO3)c1 (stereo not drawn)
→ -0.4	-8.5	16.5	2.0	5.6	-7.8	0.7	2.2	0.2
> CCOc1ccc(NC(=O)CSc2nnc(C)n2CC2CCCO2)cc1 (stereo not drawn)
→ -13.9	9.9	7.3	3.3	2.5	7.1	-0.3	2.0	0.6
> NC(=O)CSc1nc2ccccc2nc1SCC(N)=O
→ -2.5	6.9	11.8	-14.0	6.3	-11.0	-0.1	0.2	0.1
> O=C(Nc1ccccc1C(=O)N1CCCCCC1)c1cccc(S(=O)(=O)N2CCOCC2)c1
→ 4.5	27.9	9.5	4.1	2.1	-9.5	-0.4	0.5	0.5
> CCC(=O)Nc1cc2c(cc1C(=O)CC)OCCO2
→ -14.8	-6.2	4.5	-2.8	-2.1	-20.3	-0.7	1.8	0.3
> COc1ccc(Cl)cc1S(=O)(=O)N1CCN(Cc2ccc3c(c2)OCO3)CC1
→ -15.5	73.5*	-9.8	-7.3	5.5	2.2	0.6	-1.2	-0.9
> O=C(CCc1ccc(S(=O)(=O)NC2CCCCC2)cc1)NCc1ccccn1
→ 8.2	4.2	-18.2	-0.1	2.9	-22.6	1.6	-0.2	0.2
> CN(C)S(=O)(=O)c1ccc(N2CCCC2)c(C(=O)NC(c2ccccc2)c2ccccc2)c1
→ 7.6	10.9	21.3	-15.1	12.6	8.1	-1.1	-1.0	0.0
> COc1cccc(C2CC(C(F)(F)F)n3ncc(C(=O)Nc4c(C)n(C)n(-c5ccccc5)c4=O)c3N2)c1 (stereo not drawn)
→ -22.0	27.4	11.6	0.4	-3.9	-9.9	-0.8	-0.5	0.2

Next entries
Sequence of screens: NPY-Y1 PAM-ag	CHOP inhibitor	EP2 mod	NPY2 pot ag	NPY-Y1 antag	S1P4 antagonist	zfTRPN1 agonist	S1P4 ag	TRPML3 agonist
> O=C(CN1C(=O)c2cccc3cccc1c23)N1CCN(c2ccccc2)CC1
→ -4.9	41.0	-6.8	-2.7	-0.8	11.3	-0.6	-0.2	0.4
> COc1cccc(/C=N/NC(=O)CC2C(=O)NN=C2C)c1OC (stereo not drawn)
→ -14.1	5.0	15.8	-9.6	10.6	-10.2	0.6	-0.6	1.5
> Cc1nc2sccn2c1P(c1c(C)nc2sccn12)c1c(C)nc2sccn12
→ 9.9	-3.9	14.0	15.8	0.8	-26.0	-0.6	0.3	0.5
> CCCS(=O)(=O)N1CCC(C(=O)NCc2ccc(F)cc2)CC1
→ -2.0	10.4	-4.4	-10.3	-1.4	-14.2	-0.1	2.7	-0.5
> COc1ccc(NC(=S)NNC(=O)Cn2nc(C(F)F)cc2C(F)F)cc1
→ -1.0	18.1	14.0	0.7	6.3	0.2	-0.9	-1.0	0.6
> C=CCSc1nc(N)c(C#N)c(-c2ccc(C)cc2)c1C#N
→ 44.8*	49.8	-48.7	45.1*	-12.0	-10.8	-0.4	5.5	0.4
> CC1=C(C(=O)Nc2cccnc2)C(c2ccc(C(C)C)cc2)n2ncnc2N1 (stereo not drawn)
→ 14.1	-4.4	32.3	-8.7	-4.0	5.3	3.9	0.0	0.5
> COc1ccccc1N(C)S(=O)(=O)c1ccc(C(=O)OC(C)C(=O)NCc2ccc3c(c2)OCO3)cc1 (stereo not drawn)
→ 2.4	6.2	-44.0	-7.0	4.0	-2.6	2.1	-2.8	0.6
> O=C(CSc1nc2ccccc2c(=O)n1CCCN1CCOCC1)Nc1ccc2c(c1)OCO2
→ -1.7	12.5	9.3	-3.2	4.7	-2.4	-1.5	-1.4	0.8
> Cc1cc(-n2cc(Br)c(=O)[nH]c2=O)nc(-c2ccccc2)n1
→ -9.3	17.0	24.6	11.7	x	-2.4	1.8	0.1	0.0
> CCC(CC)NC(=O)CN(c1ccccc1OC)S(=O)(=O)c1cccs1
→ 21.6	-1.7	43.2	-14.7	x	-4.4	-0.8	0.7	-0.1
> O=C(OCC(=O)N1CCCC1)c1ccc(S(=O)(=O)Nc2ccccc2)cc1
→ 9.3	-8.4	-9.8	-0.5	2.4	-4.3	2.6	-0.5	1.5
> O=C(NC(Cc1ccccc1)c1ccc2c(c1)OCCCO2)c1ccc(F)cc1 (stereo not drawn)
→ -11.5	3.6	-5.5	-8.9	1.2	11.0	-2.2	0.6	-0.4
> COc1ccc2c(CC(=O)Nc3ccc(OC)nc3)coc2c1
→ 5.0	-2.1	-40.1	-12.6	-1.6	-7.2	-1.4	1.9	-0.6
> CC1(C)OC(=O)C(=CNC(Cc2c[nH]c3ccccc23)C(=O)O)C(=O)O1 (stereo not drawn)
→ 17.4	11.5	-0.5	-29.7	8.0	1.3	1.0	0.6	0.5
> COc1ccc(-c2cc(C(F)F)n3ncc(C(=O)Nc4cccc(S(=O)(=O)N5CCOCC5)c4)c3n2)cc1
→ 7.2	-4.2	2.5	14.2	10.9	3.1	0.3	0.9	0.9
> CCOC(=O)C1(CC2CCCCO2)CCN(Cc2ccccc2-c2ccco2)CC1 (stereo not drawn)
→ 2.9	38.3	23.9	3.1	13.3	-4.4	-0.7	1.8	0.0
> CCCCC(O)(C(NC=O)C(=O)OC)C(F)(F)F (stereo not drawn)
→ 7.5	5.9	-10.1	-4.3	-2.8	-23.7	1.3	1.7	0.7
> Cc1nn(Cc2ccc(Cl)cc2Cl)c(C)c1NC(=O)Cn1nc([N+](=O)[O-])c(Cl)c1C
→ 2.9	100.1*	-19.2	5.4	1.5	-0.6	1.7	-0.9	-0.1
> CCCn1c(SCC(=O)Nc2cc(S(=O)(=O)N3CCOCC3)ccc2Cl)n[nH]c1=O
→ -4.0	1.5	12.8	17.8	-3.2	-10.0	0.2	-0.4	0.0
> CC(Oc1ccccc1Cl)C(=O)/C=C/N(C)C (stereo not drawn)
→ 11.1	16.1	31.0	-0.2	3.1	3.4	1.5	6.4	-0.5
> CCC(C)(C)n1nnnc1C(c1ccc(C)cc1)N1CCC(C)CC1 (stereo not drawn)
→ -16.7	-11.4	10.3	-9.1	39.0*	-0.2	-2.4	-0.9	-1.9
> O=C(Cc1cccs1)N/N=C/C=C/c1ccccc1[N+](=O)[O-]
→ -2.0	-38.1	-45.3	18.8	x	6.0	-0.2	0.6	0.1
> COc1ccc(NC(=O)c2cccnc2N2CCCC2)cc1
→ -3.4	-5.0	25.9	4.3	-0.4	-6.0	-1.7	0.7	0.4

Among those listed so far, 2 have a thiophene ring, fused or not:
Sequence of screens: NPY-Y1 PAM-ag	CHOP inhibitor	EP2 mod	NPY2 pot ag	NPY-Y1 antag	S1P4 antagonist	zfTRPN1 agonist	S1P4 ag	TRPML3 agonist
> CCC(CC)NC(=O)CN(c1ccccc1OC)S(=O)(=O)c1cccs1
→ 21.6	-1.7	43.2	-14.7	x	-4.4	-0.8	0.7	-0.1
> O=C(Cc1cccs1)N/N=C/C=C/c1ccccc1[N+](=O)[O-]
→ -2.0	-38.1	-45.3	18.8	x	6.0	-0.2	0.6	0.1

Screens (PubChem BioAssay)
